# RBX1-CUL1 inh = blocks human RBX1-Cullin-1 di-ubiquitin formation; in vitro K48 di-Ub FRET, acceptor:donor ratio, 45 min; inhibition, % at 10 µM; P62877+Q13616; AID 1347404; actives 0.6% (n = 140,000); in the data active = inhibition above about 25%
# Target sequence (P62877 whole entry, looked up): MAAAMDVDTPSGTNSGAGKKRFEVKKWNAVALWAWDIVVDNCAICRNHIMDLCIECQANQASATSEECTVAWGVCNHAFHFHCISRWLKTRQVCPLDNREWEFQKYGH
# Target sequence (Q13616 whole entry, looked up): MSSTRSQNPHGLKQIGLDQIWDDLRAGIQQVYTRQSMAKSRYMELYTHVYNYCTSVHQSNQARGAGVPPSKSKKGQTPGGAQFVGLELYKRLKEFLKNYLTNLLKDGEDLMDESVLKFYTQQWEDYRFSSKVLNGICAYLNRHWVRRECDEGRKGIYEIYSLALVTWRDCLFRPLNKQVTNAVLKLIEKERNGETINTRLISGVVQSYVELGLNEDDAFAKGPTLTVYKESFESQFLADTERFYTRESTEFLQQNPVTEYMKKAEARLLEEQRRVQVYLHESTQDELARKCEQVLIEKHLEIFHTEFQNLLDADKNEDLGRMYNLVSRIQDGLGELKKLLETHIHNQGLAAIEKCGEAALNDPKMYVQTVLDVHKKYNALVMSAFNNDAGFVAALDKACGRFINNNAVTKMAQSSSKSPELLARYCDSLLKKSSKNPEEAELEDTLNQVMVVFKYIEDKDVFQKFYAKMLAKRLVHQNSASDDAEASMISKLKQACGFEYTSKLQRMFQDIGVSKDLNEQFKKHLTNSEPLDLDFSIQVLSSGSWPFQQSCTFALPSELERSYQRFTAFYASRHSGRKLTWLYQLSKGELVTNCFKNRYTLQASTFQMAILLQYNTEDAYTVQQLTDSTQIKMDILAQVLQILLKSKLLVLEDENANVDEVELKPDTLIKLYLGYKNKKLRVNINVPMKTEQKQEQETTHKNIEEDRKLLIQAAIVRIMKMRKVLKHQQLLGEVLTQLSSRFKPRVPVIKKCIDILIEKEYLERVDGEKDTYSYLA
# * marks the source's active call; other numbers are inactive results. Some of the compounds tested. The share of hits here may be higher or lower than overall.
RBX1-CUL1 inh | smiles
0.2 | Cc1ncc2c(c1-c1noc(C(C)n3cnc4ccccc4c3=O)n1)CCNC2 (stereo unspecified)
6.9 | CCc1noc(CCNC(=O)c2ccc(C3CCCN3C(C)C)s2)n1 (stereo unspecified)
6.1 | O=c1c2cnc3ncnn3c2ccn1CCCN1CCOCC1
6.2 | COc1ccc(OC)c(CNC(=O)CCS(=O)(=O)c2ccc3c(c2)oc(=O)n3C)c1
-6.8 | CCCCOc1ccc(Cn2c(=O)sc3ccccc32)cc1
-1.5 | CCCCNC(=O)c1cc(NC(=O)COC)c2c(c1)ncn2CCc1ccccc1
-10.4 | CCOc1ccc(OCC)c(Nc2ccc3cc(S(=O)(=O)N4CCCC4)ccc3n2)c1
-3.3 | Cc1cc(NC(=O)c2ccc(Cl)cc2Cl)c2ccccc2n1
14.1 | COc1ccccc1CNC(=O)CCNS(=O)(=O)c1cccc2nsnc12
-2.4 | O=C(Nc1ccc(F)cc1)NC1(C(F)(F)F)Oc2ccccc2O1
-1.5 | CCCCCCCCCCCCOc1ccc(/C=C\c2ccc3cccc(OCCCCCC)c3n2)cc1
8.6 | CC(C)c1cc(-c2ccccc2)c2ccccc2n1
-10.4 | c1cc2c(cc1-c1cnnc(NCCCN3CCOCC3)n1)OCO2
-2.0 | COc1cc(Br)c(C2NC(=S)N=C(c3ccccc3)C2C(C)=O)cc1OC (stereo unspecified)
4.4 | CCC(Oc1cc(C)ccc1Cl)C(=O)NCC1CCCO1 (stereo unspecified)
-10.1 | CC(=O)NC(=S)Nc1ccc(C(N)=O)cc1
1.5 | CCOC(=O)c1cccc(NC(=O)NCc2ccc3c(c2)CCN3C(=O)CC)c1
2.8 | CC1=NN(C(=Nc2nnc(C)s2)Nc2ccc(C(C)(C)C)cc2)[C@H](c2ccc(C)cc2)S1
-0.9 | COCC(=O)N1CCc2c([nH]c3ccccc23)C1c1cccc(C)c1 (stereo unspecified)
6.6 | O=C(Nc1ccccc1C(=O)NCCCO)c1cccs1
-4.6 | COc1ccc(C)cc1NC(=O)C(=O)NCCc1csc(-c2ccc(C)cc2)n1
-8.0 | CSc1nccc(Oc2ccccc2F)n1
-1.7 | CNC(=O)c1cc2c(=O)n3ccccc3nc2n1Cc1ccccc1
-0.1 | C=CCOc1ccc(NC(=O)C2CC2)cc1
-1.2 | COc1ccccc1CNC(=O)c1ccc(Cl)c(Cl)c1
-3.5 | CCc1ccc(C2=Nc3nnnn3C(c3cccc(Br)c3)C2)cc1 (stereo unspecified)
0.1 | Fc1ccc(CNCc2cccc(Cl)c2)cc1
-0.3 | O=[N+]([O-])c1ccc(N/N=C/c2ccc(-c3cccc(Cl)c3Cl)o2)cc1
8.2 | CCOc1ccc(CNC(=O)CSc2nnc(C)c3c(C)n(-c4ccc(Cl)cc4)nc23)cc1
3.3 | Cc1cnc(-n2ncc(C(=O)NC3CCCN(Cc4ccccc4)C3)c2C2CC2)nc1-c1cccs1 (stereo unspecified)
12.4 | c1ccc(Cc2nn3c(-c4cnccn4)nnc3s2)cc1
10.2 | Cc1cccc(NC(=O)CSc2nc(-c3cccs3)cc(C(F)(F)F)c2C#N)c1
6.0 | Cc1cc(I)ccc1NC(=O)c1cccc(CSc2ccccn2)c1
1.0 | Cc1ccc(-c2cnnc(N[C@H]3CCCCNC3=O)n2)o1
104.6* | CC(=C/c1ccccc1)/C=C1\SC(=S)N(C(C(=O)O)c2ccccc2)C1=O (stereo unspecified)
2.5 | CC1=NC(=S)NC(c2ccccc2Cl)C1C(N)=O (stereo unspecified)
8.6 | Cc1ccc(CNC2COc3ccccc3C2)o1 (stereo unspecified)
2.9 | CCC(C)C(=O)Nc1cc(Cl)c(OC)cc1OC (stereo unspecified)
1.2 | CCOc1ccc(-n2ccnc2SCC(=O)Nc2nc3ccc(C)cc3s2)cc1
-6.0 | Cc1c(CC(=O)N[C@H]2CCCCNC2=O)c2c(n1Cc1ccccc1)CCCC2=O

# Laid out differently: entries from further up.
SMILES | RBX1-CUL1 inh
CC1=NC(=S)NC(c2ccccc2Cl)C1C(N)=O (stereo unspecified) | 2.5
Cc1ccc(CNC2COc3ccccc3C2)o1 (stereo unspecified) | 8.6
CCC(C)C(=O)Nc1cc(Cl)c(OC)cc1OC (stereo unspecified) | 2.9

# Other entries.
RBX1-CUL1 inh | smiles
-0.2 | Cc1ccccc1CN1C(=O)C(O)(c2c[nH]c3ccccc23)c2cc(Cl)ccc21 (stereo unspecified)
-5.9 | COc1ccc(CNC(=O)CCNS(=O)(=O)c2cccc3nsnc23)cc1
1.3 | COc1ccc(S(=O)(=O)Nc2cccc(C(=O)O)c2)cc1OC
3.6 | O=C(O)C1CCCCC1C(=O)Nc1cccc(Cl)c1Cl (stereo unspecified)
-0.5 | Fc1ccccc1Cn1cnc2ccccc21
-1.1 | O=C(c1cc[n+]([O-])cc1)N1CCCC(CO)(CCCc2ccccc2)C1 (stereo unspecified)
4.0 | Cc1cc(C)cc(N2C(=O)CSC23C(=O)N(CC(=O)NCCc2ccccc2)c2ccccc23)c1 (stereo unspecified)
-0.5 | CC1CN(c2nc3nonc3nc2N2CCCCCC2)CCN1C (stereo unspecified)
-6.5 | O=C(N[C@H]1CCCCNC1=O)c1ccc2oc(-c3cccc(F)c3)nc2c1
1.7 | O=C(OCC1CCCO1)c1ccc2c(c1)N(Cc1ccccc1Cl)C(=O)c1ccccc1S2(=O)=O (stereo unspecified)
2.4 | Cc1ccc(C)c(-c2cc(C(=O)NC3CC3)c3cc(Br)ccc3n2)c1
10.0 | C=CCn1c(SCC(=O)Nc2ccc(C(=O)OC(C)C)cc2)nnc1-c1ccoc1
1.0 | O=C1c2ccccc2C(=O)N1CSc1ccc(F)cc1
-3.0 | C=CCn1c(=O)c2c(nc3n(C)c(C)cn23)n(C)c1=O
-1.5 | COc1ccc2c(c1)c1c(c(=O)n(Cc3ccccc3)c(=O)n1Cc1cc(C)ccc1C)n2C
4.7 | CCOC(=O)Cn1c(=O)n(CC2CCCO2)c2nc(-c3ccc(OC)cc3OC)nc(C(N)=O)c21 (stereo unspecified)
-1.3 | CCc1nnc(NC(=O)c2ccc(-c3cccc(C(F)(F)F)c3)o2)s1
5.2 | CCCOc1ccc(C(=O)N(Cc2ccc(Cl)cc2)Cc2ccco2)cc1
5.5 | N#CC1C(=N)Oc2n[nH]c(-c3ccc(Cl)cc3)c2C1c1cccc(C(F)(F)F)c1 (stereo unspecified)
2.0 | Cc1ccc(NC(=O)c2ccccc2Cl)cc1F
1.4 | CCc1cc2c(=O)[nH]c(-c3ccncc3)nc2s1
4.9 | Cc1cc(C)c(Cn2c3ccccc3c3cnn(CC(=O)NCc4cccs4)c(=O)c32)c(C)c1
-8.0 | Cc1ccc(CSc2nc3ccc(NC(=O)COc4ccccc4F)cc3s2)cc1
-5.3 | COc1ccc(C(F)(F)F)cc1NC(=O)c1sc2nc(-c3ccncc3)ccc2c1N
-2.6 | Cc1c(CC(=O)NCc2ccon2)c2c(n1Cc1ccccc1)CCCC2=O
-2.5 | O=C(/C=C/c1ccc(Cl)cc1)NNc1nnnn1-c1ccccc1
0.0 | Cc1cccc(NC(=O)Nc2ccc(Br)cc2)n1
0.4 | Cn1c(=O)c2ccccc2n2c(CCC(=O)N3CCN(c4cccc(Cl)c4)CC3)nnc12
-1.1 | Cn1ncnc1-c1ccnc(NCc2ccccn2)n1
-6.2 | Cc1ccc(Nc2ccccc2C(=O)N(C2CCCCC2)C2CCCCC2)c(C)c1
5.8 | CCOC(=O)c1cn2cc(C(F)(F)F)cc(Cl)c2n1
1.5 | CC1CC=C2C(C#N)C(=N)C(C#N)(C#N)C(c3cccc(Br)c3)C2C1 (stereo unspecified)
2.7 | Cc1ccc(-c2nn(CCC(=O)Nc3ccc(Cl)c(Cl)c3)c(=O)c3ccccc23)cc1
-1.8 | CC(SC1=NC(=O)CC(=N)N1CCc1ccccc1)C(=O)Nc1ccc(Cl)cc1 (stereo unspecified)
8.3 | O=C(Nc1sc2c(c1C(=O)Nc1cccc(Cl)c1)CCCC2)c1cccs1
9.3 | CC(CNC(=O)Cn1ncc2c3ccccc3n(Cc3cccc(Cl)c3)c2c1=O)c1ccccc1 (stereo unspecified)
-0.6 | Oc1ccc(Oc2ncccn2)cc1
-3.8 | Cc1c(Cl)cccc1-n1c(CCC(=O)O)ccc1-c1cccs1
0.8 | CC1CCN(S(=O)(=O)c2ccc(NC(=O)C(C)(C)C)cc2)CC1
-16.8 | Fc1ccc(Cn2c3ccccc3c3nc4ccccc4nc32)cc1
-0.9 | Cc1csc2c1cc(Br)c1ccccc12
2.7 | COCc1c(C(=O)OC)nnn1-c1ccccc1
-2.9 | OCC1(Cc2ccccc2Cl)CCN(CCc2ccccc2)CC1
-2.2 | Cc1oc(-c2cccc(NC(=O)C3CCCN(C)C3)c2)nc1CNC(=O)Cc1ccc2c(c1)OCO2 (stereo unspecified)
0.6 | COC(=O)c1ccc(SCc2ccccc2)nc1
5.8 | Cc1cc(C)n2c(Nc3ccc(Cl)cc3)c(-c3ccsc3)nc2n1
-3.9 | COc1cc(NC(=O)c2nc3ccccc3nc2C)cc(OC)c1OC
4.3 | NC(=O)c1c(NC(=O)Cn2nc(C(F)(F)F)c3c2CCC3)sc2c1CCCC2
2.6 | Cc1cc(/C=C2/C(=N)N3N=C(c4ccccc4Cl)SC3=NC2=O)c(C)n1-c1ccc(Cl)cc1Cl
-0.5 | COc1ccc(C(=O)N=C(Cc2ccc(Br)cc2)C(=O)NC(C)(C)C)cc1

# 4 consecutive entries out of the list so far, quoted:
RBX1-CUL1 inh | smiles
6.2 | COc1ccc(OC)c(CNC(=O)CCS(=O)(=O)c2ccc3c(c2)oc(=O)n3C)c1
-6.8 | CCCCOc1ccc(Cn2c(=O)sc3ccccc32)cc1
-1.5 | CCCCNC(=O)c1cc(NC(=O)COC)c2c(c1)ncn2CCc1ccccc1
-10.4 | CCOc1ccc(OCC)c(Nc2ccc3cc(S(=O)(=O)N4CCCC4)ccc3n2)c1

# Later entries.
RBX1-CUL1 inh | smiles
-5.2 | CCc1cccc(C)c1NC(=O)CCCN1C(=O)C(c2ccccc2)Oc2cccnc21 (stereo unspecified)
-10.3 | COc1ccc(C(=O)Nc2ccc(SCC(O)(Cn3cncn3)c3ccc(F)cc3F)cc2)cc1 (stereo unspecified)
0.4 | Cc1ncc(CN2CCC(CO)(Cc3ccccc3Cl)CC2)s1
3.1 | Cc1ccc(-c2csc3ncnc(-n4nc(C)cc4N)c23)cc1
-4.5 | Clc1ccc(N2CCN(c3nc4ccccc4nc3Cl)CC2)cc1
4.8 | CC(C)c1cnc2c(c1SCC(=O)Nc1cccc(F)c1)c(=O)n(C)c(=O)n2C
7.4 | CCOc1ccc2nc(N3CCCC(C(=O)NCCc4cnccn4)C3)nc(C)c2c1 (stereo unspecified)
-2.1 | COc1ccc(CNC(=O)c2cnc3sc4cc(OC)ccc4n3c2=O)cc1
-2.4 | CCOc1ccc(-c2cc(C(=O)NCCc3ccc(OC)c(OC)c3)[nH]n2)cc1
7.6 | CC(=O)N1CCn2c3c(c4cc(C5CCCCC5)ccc42)CCCC31 (stereo unspecified)
0.5 | CC1CCCC(C)N1C(=O)c1sc2ccccc2c1Cl (stereo unspecified)
1.9 | CC(=O)c1cccc(NC(=O)C(Cc2cccc3ccccc23)=NC(=O)c2ccccc2)c1
-0.8 | Cc1ccc(N2C(=O)C(Cc3ccc(N(C)C)cc3)=NC2=S)cc1
0.0 | COCCNC(=O)N1CCN(c2ccccn2)CC1
3.9 | Cn1nnnc1SCC(=O)Nc1cccc(C(F)(F)F)c1
-5.3 | CCc1ccc(S(=O)(=O)N2CCN(C(=O)C(C)C)CC2)cc1
3.3 | Cc1nc(N2CCN(C)CC2)nc2c1C(=O)CC(c1cccs1)C2 (stereo unspecified)
-2.2 | CSc1ncc(Cl)c(C(=O)N(Cc2ccc(C(C)C)cc2)C2CCS(=O)(=O)C2)n1 (stereo unspecified)
3.3 | COc1cc(CNc2ccc3c(c2)OCCO3)ccc1OCC(=O)NC1CCCCC1
5.8 | Cc1occc1C(=O)NCCN1CCOCC1
-9.5 | CCc1c(C#N)nn(-c2ccccc2)c(=O)c1C#N
5.3 | Cc1ccc(N2CCN(CC(O)COc3ccc4ccccc4c3Cl)CC2)cc1C (stereo unspecified)
11.0 | COc1ccc(NCc2cc3cc4c(cc3n(CC(=O)Nc3ccc(F)cc3)c2=O)OCCO4)cc1
-0.3 | CCOC(=O)c1cc(C(=O)OCC)c2ccccn2c1=O
2.1 | O=C(c1ccc(-c2cccc(-c3ccn[nH]3)c2)o1)N1CCCC1
-6.4 | Clc1ccc(-c2nnc(-c3ccccc3)nc2N2CCSCC2)cc1
2.5 | Cc1cccnc1NC(=O)Cc1ccc(Cl)cc1Cl
-0.5 | Fc1ccccc1C1c2[nH]c3ccccc3c2CCN1Cc1ncc[nH]1 (stereo unspecified)
-7.2 | O=C1c2ccccc2C(=O)N1CC#Cc1ccccc1
-1.2 | CCOC(=O)CNC(=O)N1CCN(c2nnc(C)c3c(C)n(-c4ccc(Cl)cc4)nc23)CC1

# Sorted by the number under RBX1-CUL1 inh (highest first): four of the compounds above
RBX1-CUL1 inh | smiles
2.1 | O=C(c1ccc(-c2cccc(-c3ccn[nH]3)c2)o1)N1CCCC1
-0.3 | CCOC(=O)c1cc(C(=O)OCC)c2ccccn2c1=O
-0.5 | Fc1ccccc1C1c2[nH]c3ccccc3c2CCN1Cc1ncc[nH]1 (stereo unspecified)
-9.5 | CCc1c(C#N)nn(-c2ccccc2)c(=O)c1C#N

# New compounds follow:
RBX1-CUL1 inh | smiles
4.6 | CS(=O)(=O)CC[C@@H](C(=O)NCCc1ccccc1)N1Cc2ccccc2C1=O
3.6 | CCn1c(CN2CCN(c3cccc(Cl)c3)CC2)nc2c1c(=O)[nH]c(=O)n2C
0.3 | COc1ccc(C=NNC(=O)Cn2cnc3ccccc3c2=O)cc1OC
4.0 | Cc1ccc2nc(-c3ccc(Cl)c(NC(=O)c4cccc([N+](=O)[O-])c4C)c3)oc2c1
-3.5 | CC(=O)N1CCCc2cc(S(=O)(=O)N3CCCC(C(=O)NCc4ccccc4Cl)C3)ccc21 (stereo unspecified)
13.4 | COc1cc(C2C(C(=O)Nc3ccccc3)C(C)=Nc3ncnn32)ccc1OCc1ccccc1 (stereo unspecified)
-0.4 | Cc1cc(C)c(NC(=O)CSc2nncn3c2cc2oc(C)cc23)c(C)c1

# Screening data (PubChem BioAssay)
